Compound activity deposited in PubChem BioAssay by several laboratories.
STAT3 activator = STAT3 signaling activation; U3A cells, IL-6 STAT3-luciferase reporter, luminescence; 100% = signal with IL-6 EC80 alone; activation (% of control), % at 5.6 µM; 190,000 compounds, 0.91% hits; AID 871;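 active means activation above the screen-wide mean of compound activation plus 3 SD, cut at about 130% in these data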;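 further: 0% = background luminescence of wells with medium and substrate only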
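Material: human STAT1-deficient U3A cells with stable STAT3-luciferase reporter / Probe or stimulus: IL-6 stimulus at 33 ng/mL final / Schedule: 1 h compound pre-exposure, 6 h IL-6 stimulation, 37 °C / Technique: luminescence / Read-out basis: percent of IL-6-only median luminescence / Control set: IL-6-only high control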
Hsp70 activator = transcriptional activators of Hsp70. activation, % at 10 µM. HeLa Hsp70 promoter luciferase reporter, luminescence; scaled: vehicle 0, proteasome-inhibitor control 100%. 200,000 compounds, 0.04% hits;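 active means activation above the mean across all tested compounds plus 3 SD, cutoff set per campaign, cut at about 5.5% in these data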;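 further: 100% = MG132 at 30 µM as the positive control and 0% = DMSO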
Diaphorase inh = counter-screen for diaphorase-based assays: diaphorase inhibitors and chemical oxidizers | diaphorase resazurin-to-resorufin fluorescence, NADH, 16 min; bacterial (C. kluyveri) enzyme, not human | inhibition, % at 20 µM | 190,000 compounds, 0.69% hits;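 active means primary screen inhibition at 20 µM above a set limit, cut at about 50% in these data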;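 further: plate controls were DMSO with full reaction for no effect and wells lacking NADH for full effect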
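Assay system – diaphorase enzyme from Clostridium kluyveri · Amount – diaphorase 0.14 U/mL (working solution) · Times – reaction incubation of 16 min at room temperature · Controls – No-NADH positive control and DMSO neutral control · Signal – resorufin fluorescence 544/590 nm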
STAT1 blocker = inhibitors of IFN-gamma induced STAT1 signaling; NIH 3T3 STAT1-luciferase reporter, luminescence; inhibition, % at 5.5 µM; 200,000 compounds, 0.35% hits; AID 920;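 active means inhibition above a set limit, the mean inhibition across all tested compounds plus 3 SD, cut at about 34% in these data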;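 further: 0% = IFN-gamma with DMSO and 100% = IFN-gamma with 300 µM nifuroxazide; values of inactives mirror those of a sister screen read the other way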
STAT3 inh = STAT3 signaling inhibition. inhibition, % at 5.5 µM. 190,000 compounds, 0.89% hits. AID 862. U3A cells, IL-6 STAT3-luciferase reporter, luminescence; host cell line lacks STAT1;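 active means inhibition above the mean inhibition across all screened compounds plus 3 SD, cut at about 44% in these data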;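 further: 0% = DMSO only wells and 100% = 100 µM nifuroxazide control wells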
STAT1 act = activators of IFN-gamma induced STAT1 signaling. NIH 3T3 STAT1-luciferase reporter, luminescence; 100% = IFN-gamma alone, no compound. activation (% of control), % at 5.5 µM. 200,000 compounds, 2.6% hits. AID 932;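 active means activation above the screen-wide mean activation plus 3 SD, cut at about 130% in these data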;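 further: raw ratio to IFN-gamma control signal so 100% means no change and 0% no light; values of inactives mirror those of a sister screen read the other way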
TLR4-MyD88 BLA = inhibitors of human TLR4-MyD88 binding | AID 861 | inhibition, % at 8.4 µM | HeLa CL3-4 TLR4/MyD88 BLA complementation, FRET ratio | O00206+Q99836 | 200,000 compounds, 0.18% hits; in the data active means inhibition above about 25%;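 further: 0% = vehicle and 100% = reference inhibitor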
Target sequence (O00206 whole entry, looked up): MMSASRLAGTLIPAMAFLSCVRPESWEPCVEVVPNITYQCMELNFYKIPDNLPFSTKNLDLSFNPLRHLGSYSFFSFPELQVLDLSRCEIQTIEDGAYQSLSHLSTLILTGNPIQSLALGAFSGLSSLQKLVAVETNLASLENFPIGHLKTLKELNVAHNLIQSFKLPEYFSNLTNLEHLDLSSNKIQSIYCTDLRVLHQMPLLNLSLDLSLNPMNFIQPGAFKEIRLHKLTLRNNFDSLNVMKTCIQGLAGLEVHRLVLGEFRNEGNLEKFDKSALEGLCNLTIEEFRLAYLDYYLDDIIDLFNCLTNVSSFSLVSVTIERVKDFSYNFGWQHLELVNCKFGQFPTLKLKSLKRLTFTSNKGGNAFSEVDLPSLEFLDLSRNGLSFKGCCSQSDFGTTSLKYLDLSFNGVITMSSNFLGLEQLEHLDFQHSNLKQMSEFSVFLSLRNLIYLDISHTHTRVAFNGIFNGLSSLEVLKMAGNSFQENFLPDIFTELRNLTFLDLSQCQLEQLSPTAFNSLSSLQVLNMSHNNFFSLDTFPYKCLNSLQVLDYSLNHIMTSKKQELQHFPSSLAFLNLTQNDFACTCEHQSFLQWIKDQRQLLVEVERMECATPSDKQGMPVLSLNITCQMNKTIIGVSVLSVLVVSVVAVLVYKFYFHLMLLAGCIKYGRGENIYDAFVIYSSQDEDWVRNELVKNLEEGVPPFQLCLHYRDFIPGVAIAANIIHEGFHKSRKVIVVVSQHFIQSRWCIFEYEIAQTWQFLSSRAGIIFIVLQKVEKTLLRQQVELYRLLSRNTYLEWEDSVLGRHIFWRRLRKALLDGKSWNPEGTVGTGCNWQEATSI
Target sequence (Q99836 whole entry, looked up): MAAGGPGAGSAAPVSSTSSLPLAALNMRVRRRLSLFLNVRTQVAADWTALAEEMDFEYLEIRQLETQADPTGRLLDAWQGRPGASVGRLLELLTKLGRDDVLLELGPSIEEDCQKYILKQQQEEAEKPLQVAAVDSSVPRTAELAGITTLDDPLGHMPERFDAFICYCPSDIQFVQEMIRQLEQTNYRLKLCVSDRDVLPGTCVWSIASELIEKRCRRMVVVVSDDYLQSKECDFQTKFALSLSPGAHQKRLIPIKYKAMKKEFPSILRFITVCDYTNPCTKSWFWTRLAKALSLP
Diaph act CS = diaphorase activation or chemical reduction counter-screen; 190,000 compounds, 0.005% hits; Diaphorase/resazurin coupled assay, resorufin fluorescence, 16 min; stronger effect = higher value; 1 = vehicle wells, 0 = NADH-free wells; AID 1229; activation factor at 20 µM;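 active means diaphorase activity raised at least twofold by the compound at 20 µM; inactive means activation factor below 2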
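Measured by – red resorufin fluorescence at 544/590 nm excitation/emission · Test system – Clostridium kluyveri diaphorase, purified enzyme · Incubation – reaction time 16 min, room temperature · Buffer or medium – 50 mM HEPES pH 7.4 with 4.542 mM MgCl2, 0.005% Tween 20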
G6PDH counter = L. mesenteroides G6PDH inhibition counter-screen | Purified L. mesenteroides G6PDH, diaphorase/resazurin coupled fluorescence, 45 min | inhibition, % at 5 µM | 200,000 compounds, 0.12% hits; in the data active means inhibition above about 50%
APP transl inh = APP translation inhibition; inhibition, % at 2 µM; 190,000 compounds, 0.82% hits; SH-SY5Y APP 5'UTR-luciferase reporter, luminescence;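 active means inhibition above a set limit, derived from the sample mean plus 3 SD, cut at about 45% in these data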; further: values of inactives mirror those of a sister screen read the other way
* = called active by the depositor; x = not tested or not shown.

[1] O=C(Nc1nnc(CSCc2ccccc2F)s1)c1cccc([N+](=O)[O-])c1
[2] O=C(/C(C=Nc1ccc(F)cc1)=C(/O)c1ccco1)C(F)(F)F
[3] CCOC(=O)c1sc(NC(=O)CSc2nnc(C(C)C)n2CC)nc1C
[4] COc1ccccc1NS(=O)(=O)c1cccc(C(=O)N/N=C/c2c(C)nn(-c3ccccc3)c2N2CCCC2)c1
[5] CCCC(C(=O)N1CCOCC1)N1C(=O)C2C3C=CC(C3)C2C1=O (centres undefined)

assay / entry	1	2	3	4	5
STAT3 activator	109	85	92	102	96
Hsp70 activator	-0.1	0.2	0.0	-0.3	-0.3
Diaphorase inh	28	-1	6	13	11
STAT1 blocker	-10	-57	7	-1	-3
STAT3 inh	-7	20	14	-5	8
STAT1 act	109	151*	94	100	103
TLR4-MyD88 BLA	-7	12	9	-3	7
Diaph act CS	0.7	1	0.9	0.9	0.9
G6PDH counter	-7	21	11	-9	5
APP transl inh	-3	-106	-1	-18	-15

[6] N=c1c2c(n(Cc3ccc(Cl)c(Cl)c3)c3c1CCC3)CCCC2
[7] Cc1ccc(-c2nnc(SCC(=O)NC3CCCc4ccccc43)n2N)cc1 (centres undefined)
[8] O=C1CCCC(O)=C1C1C2=C(CCCC2=O)OC2=C1C(=O)CCC2
[9] Cc1cc(C)cc(NC(=S)NC2CC3CCCC(C2)N3C2CC2)c1 (centres undefined)
[10] CCn1cc(C(=O)NCc2ccco2)c(=O)c2cc(F)c(N3CCN(C(=O)c4ccco4)CC3)cc21

assay / entry	6	7	8	9	10
STAT3 activator	53	110	101	98	99
Hsp70 activator	-0.3	-0.3	-0.2	-0.1	-0.3
Diaphorase inh	11	20	x	9	12
STAT1 blocker	28	1	-5	4	9
STAT3 inh	61*	-11	4	6	7
STAT1 act	75	99	104	96	91
TLR4-MyD88 BLA	7	-4	-9	13	-4
Diaph act CS	0.9	0.8	x	0.9	0.9
G6PDH counter	0	3	11	8	0
APP transl inh	12	-15	16	-11	-16

[11] Cc1cccc(Cc2cnc(NC(=O)C3=NCCN3)s2)c1
[12] CS(=O)(=O)N(CC(=O)N1CCCCCC1)c1cccc(Br)c1
[13] FC(F)(F)c1cccc(NC(=S)N2CCN(c3ccccc3)CC2)c1
[14] O=C(CSC1=NCCS1)Nc1nc2ccccc2s1
[15] CC1CCN(S(=O)(=O)c2ccc3c(c2)c(=O)c(C(=O)NCc2ccco2)cn3C)CC1

assay / entry	11	12	13	14	15
STAT3 activator	103	96	97	93	103
Hsp70 activator	-0.4	-0.3	-0.2	0.4	-0.4
Diaphorase inh	0	-10	0	6	18
STAT1 blocker	-4	-6	-2	-27	-2
STAT3 inh	5	8	1	11	0
STAT1 act	104	105	102	125	102
TLR4-MyD88 BLA	-9	5	0	4	6
Diaph act CS	1	1.1	1	0.9	0.8
G6PDH counter	4	3	-6	4	4
APP transl inh	19	2	17	-20	2

[16] CCSCCOC(=O)C1=C(C)N(C)C(=O)NC1c1cc(OC)ccc1OC (centres undefined)
[17] COc1ccc(CNC(=O)C(c2ccncc2)N(C(=O)Cc2cccs2)c2ccccc2C)cc1 (centres undefined)
[18] O=S(=O)(NCc1csc(-c2ccccc2)n1)c1ccc(Cl)s1
[19] CCOc1ccc(CCNC(=O)C2CCN(S(=O)(=O)N3CCC(C)CC3)CC2)cc1OCC
[20] CN(C)C=NCCn1c(N2CCOCC2)nc2c1c(=O)n(C)c(=O)n2C

assay / entry	16	17	18	19	20
STAT3 activator	112	104	96	90	106
Hsp70 activator	-0.4	-0.6	-0.3	-0.4	-0.4
Diaphorase inh	16	12	5	-3	0
STAT1 blocker	8	3	-5	5	-12
STAT3 inh	-10	-2	6	15	0
STAT1 act	91	97	105	95	113
TLR4-MyD88 BLA	-9	6	-2	-13	12
Diaph act CS	0.8	0.9	1	1	1
G6PDH counter	11	-12	18	7	-22
APP transl inh	-20	10	5	-2	-19

[21] Cc1cccc(Nc2c(-c3ccc(O)cc3)nc3ncccn23)c1
[22] CC(C)=CCN1CCN(Cc2cn[nH]c2C2CCCCC2)CC1CCO (centres undefined)
[23] CCOC(=O)CSc1ccc2nnc(-c3cccnc3)n2n1
[24] O=C(Nc1ccc(Cl)c(-c2nc3ccccc3[nH]2)c1)c1ccc2c(c1)OCO2
[25] CCCN(CC(=O)Nc1ccc(Cl)cc1Cl)Cc1cc(=O)n2ccsc2n1

assay / entry	21	22	23	24	25
STAT3 activator	103	95	97	99	99
Hsp70 activator	0.0	-0.4	-0.3	-0.2	-0.4
Diaphorase inh	10	9	16	3	33
STAT1 blocker	-4	4	7	1	10
STAT3 inh	1	11	12	-1	4
STAT1 act	102	95	94	99	91
TLR4-MyD88 BLA	15	-12	0	-18	-8
Diaph act CS	0.9	0.9	0.8	1	0.7
G6PDH counter	2	3	-11	6	-5
APP transl inh	9	-15	6	16	-13

[26] COc1cc(/C=N/Nc2nc(Nc3ccccc3)nc(N3CCCCC3)n2)ccc1OCC(=O)O
[27] Cc1cc(Cl)ccc1NC(=S)Nc1ccccn1
[28] CCCN1C(=O)/C(=C/c2ccc(C)o2)SC1=Nc1ccc(OC)cc1
[29] Cc1sc(NC(=O)c2ccco2)c(CN2CCC(C)CC2)c1C
[30] CC(C)(C)C(=O)Nc1ccc(C(=O)OC2CCCCC2)cc1

assay / entry	26	27	28	29	30
STAT3 activator	103	105	105	103	128
Hsp70 activator	-0.4	0.1	-0.4	-0.2	0.3
Diaphorase inh	-5	15	14	15	0
STAT1 blocker	-3	-33	4	0	-67
STAT3 inh	2	-4	4	3	-37
STAT1 act	103	130*	96	100	162*
TLR4-MyD88 BLA	14	-2	2	-1	5
Diaph act CS	1	0.8	0.9	0.9	1
G6PDH counter	-4	-10	4	-2	4
APP transl inh	-16	-56	10	-5	-133

[31] O=C(/C=C/c1cccc([N+](=O)[O-])c1)NCC1CCCO1 (centres undefined)
[32] CCOC(=O)COc1ccc(CCNC(C)=O)cc1
[33] CCOC(=O)c1ccc(NC(=S)N2CCN(Cc3ccccc3)CC2)cc1
[34] Cc1ccc(N2CCN(C(=O)c3ccccc3NC(=O)/C=C\C(=O)O)CC2)cc1
[35] COC(=O)c1cccc(NC(=O)C2C3CCC(C3)C2C(=O)O)c1 (centres undefined)

assay / entry	31	32	33	34	35
STAT3 activator	103	107	102	104	96
Hsp70 activator	-0.4	-0.2	0.0	-0.2	-0.3
Diaphorase inh	18	-1	20	10	3
STAT1 blocker	-1	1	-1	-2	0
STAT3 inh	2	-4	-3	3	7
STAT1 act	101	99	101	102	100
TLR4-MyD88 BLA	-3	15	-3	5	-13
Diaph act CS	0.8	1	0.8	0.9	1
G6PDH counter	32	2	-2	3	15
APP transl inh	0	6	7	-5	-9

[36] Cc1cc2ccccn2c1C(=O)c1ccc([N+](=O)[O-])o1
[37] O=C(N/N=C/c1ccncc1)c1cccc(NC(=O)c2ccccc2Cl)c1
[38] O=C(CCc1ccccc1)NCCSc1ccccc1
[39] O=C(N/N=C/c1ccccn1)C1CC1
[40] COCCNC(=O)c1ccc(-n2c(SCc3ccncc3)nc3ccccc3c2=O)cc1

assay / entry	36	37	38	39	40
STAT3 activator	77	100	111	104	94
Hsp70 activator	0.1	-0.5	0.2	-0.2	-0.4
Diaphorase inh	8	0	8	15	1
STAT1 blocker	9	1	-31	3	4
STAT3 inh	31	0	-4	3	9
STAT1 act	91	99	127	97	94
TLR4-MyD88 BLA	16	0	2	1	-8
Diaph act CS	0.9	1	0.9	0.9	1
G6PDH counter	1	-10	5	4	-6
APP transl inh	54*	6	0	12	-16

Entries 36 to 40 from above:
[36] Cc1cc2ccccn2c1C(=O)c1ccc([N+](=O)[O-])o1
[37] O=C(N/N=C/c1ccncc1)c1cccc(NC(=O)c2ccccc2Cl)c1
[38] O=C(CCc1ccccc1)NCCSc1ccccc1
[39] O=C(N/N=C/c1ccccn1)C1CC1
[40] COCCNC(=O)c1ccc(-n2c(SCc3ccncc3)nc3ccccc3c2=O)cc1

assay / entry	36	37	38	39	40
STAT3 activator	77	100	111	104	94
Hsp70 activator	0.1	-0.5	0.2	-0.2	-0.4
Diaphorase inh	8	0	8	15	1
STAT1 blocker	9	1	-31	3	4
STAT3 inh	31	0	-4	3	9
STAT1 act	91	99	127	97	94
TLR4-MyD88 BLA	16	0	2	1	-8
Diaph act CS	0.9	1	0.9	0.9	1
G6PDH counter	1	-10	5	4	-6
APP transl inh	54*	6	0	12	-16

Next part
[41] OCc1cn(-c2ccccc2)nc1-c1cc2ccccc2o1
[42] Cc1ccc(S(=O)(=O)N2CCCC(C(=O)NCCC(C)C)C2)cc1 (centres undefined)
[43] Cn1c(=O)c2c(nc(Br)n2CCCc2ccccc2)n(C)c1=O
[44] O=C1c2ccccc2C(=O)N1CCCc1nc(-c2ccccc2)no1
[45] O=C(CSc1ccc(Cl)cc1)Nc1ccc(-c2nc3ccccc3[nH]2)cc1
[46] CCOC(=O)c1cnc(-n2cc(C)cn2)nc1Nc1ccccc1OCC

assay / entry	41	42	43	44	45	46
STAT3 activator	95	98	99	102	106	88
Hsp70 activator	-0.1	-0.3	0.3	-0.2	-0.2	0.2
Diaphorase inh	2	11	-20	-11	0	14
STAT1 blocker	-73	2	-4	-3	-27	4
STAT3 inh	10	4	4	1	-4	23
STAT1 act	167*	97	104	103	124	96
TLR4-MyD88 BLA	-4	-7	-4	-4	-9	-12
Diaph act CS	1	0.9	1.2	1.1	1	0.9
G6PDH counter	11	13	6	4	-8	2
APP transl inh	-86	-11	-3	-6	-6	4
